From PubChem BioAssay
Diaph inh CS – counter-screen for diaphorase-based assays: diaphorase inhibitors and chemical oxidizers | diaphorase resazurin-to-resorufin fluorescence, NADH, 16 min; bacterial (C. kluyveri) enzyme, not human | inhibition, % at 20 µM | hit rate 0.69% among 190,000 | AID 1217;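 active means primary screen inhibition at 20 µM above a set limit, cut at about 50% in these data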;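 further: plate controls were DMSO with full reaction for no effect and wells lacking NADH for full effect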
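System: Diaphorase enzyme from Clostridium kluyveri | Amount: Enzyme working solution with 0.14 U/mL diaphorase | Benchmarks: No-NADH positive control and DMSO neutral control | Signal: Fluorescence of resorufin formed from resazurin, Ex 544/Em 590 nm | Schedule: 16-min room-temperature incubation before reading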
FLuc inhib CS – Photinus pyralis luciferase inhibition counter-screen. P08659. ATPLite firefly luciferase biochemical luminescence, 10 min. inhibition, % at 10 µM. hit rate 1.5% among 200,000;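 active means inhibition above about 50% when tested at 10 µM, limit read from the data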
APP 5'UTR act – APP 5'UTR luciferase reporter activation | SH-SY5Y APP 5'UTR luciferase reporter, luminescence; zero percent = DMSO vehicle wells | hit rate 1% among 190,000 | AID 1276 | activation, % at 2 µM;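 active means activation above a set limit, based on mean plus 3 SD of controls, cut at about 140% in these data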; further: values of inactives mirror those of a sister screen read the other way
APP transl inh – APP translation inhibition; SH-SY5Y APP 5'UTR-luciferase reporter, luminescence; inhibition, % at 2 µM; hit rate 0.82% among 190,000;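 active means inhibition above a set limit, derived from the sample mean plus 3 SD, cut at about 45% in these data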; further: values of inactives mirror those of a sister screen read the other way
TLR4 MyD88 comp – TLR4-MyD88 interaction inhibition in cells; O00206+Q99836; HeLa CL3-4 TLR4/MyD88 BLA complementation, FRET ratio; hit rate 0.18% among 200,000; inhibition, % at 8.4 µM; AID 861; in the data active means inhibition above about 25%;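 further: 0% = vehicle and 100% = reference inhibitor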
Target sequence (O00206 whole entry, looked up): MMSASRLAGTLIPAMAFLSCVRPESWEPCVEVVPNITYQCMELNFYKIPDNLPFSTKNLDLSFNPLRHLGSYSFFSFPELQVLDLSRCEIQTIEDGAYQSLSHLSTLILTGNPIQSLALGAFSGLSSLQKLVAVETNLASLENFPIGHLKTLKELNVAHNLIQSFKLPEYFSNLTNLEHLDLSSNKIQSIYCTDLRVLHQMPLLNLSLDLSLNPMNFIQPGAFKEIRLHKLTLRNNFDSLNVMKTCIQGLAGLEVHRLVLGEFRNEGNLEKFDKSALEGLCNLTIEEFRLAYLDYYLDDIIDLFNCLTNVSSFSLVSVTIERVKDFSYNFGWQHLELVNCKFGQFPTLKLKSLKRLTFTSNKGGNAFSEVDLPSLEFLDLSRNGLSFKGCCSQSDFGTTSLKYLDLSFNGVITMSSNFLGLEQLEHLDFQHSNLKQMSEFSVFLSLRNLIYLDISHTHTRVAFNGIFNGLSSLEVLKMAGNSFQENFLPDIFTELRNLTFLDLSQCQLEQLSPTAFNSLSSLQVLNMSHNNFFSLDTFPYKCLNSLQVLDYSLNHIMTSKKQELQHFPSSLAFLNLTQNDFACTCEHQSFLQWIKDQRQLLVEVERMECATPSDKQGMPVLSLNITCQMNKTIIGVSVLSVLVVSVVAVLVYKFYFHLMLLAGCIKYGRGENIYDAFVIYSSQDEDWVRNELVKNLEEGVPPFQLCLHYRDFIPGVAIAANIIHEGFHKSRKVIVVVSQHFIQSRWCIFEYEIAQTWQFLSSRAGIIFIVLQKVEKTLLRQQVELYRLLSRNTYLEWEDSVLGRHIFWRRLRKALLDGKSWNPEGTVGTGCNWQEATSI
Target sequence (Q99836 whole entry, looked up): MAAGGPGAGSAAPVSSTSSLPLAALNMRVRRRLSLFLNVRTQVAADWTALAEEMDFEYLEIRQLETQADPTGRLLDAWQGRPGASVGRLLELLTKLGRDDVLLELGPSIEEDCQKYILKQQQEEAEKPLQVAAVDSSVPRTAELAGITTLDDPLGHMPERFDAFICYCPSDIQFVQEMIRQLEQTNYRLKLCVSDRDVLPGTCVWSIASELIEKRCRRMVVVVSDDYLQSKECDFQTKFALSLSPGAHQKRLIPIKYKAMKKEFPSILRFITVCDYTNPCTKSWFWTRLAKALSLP
G6PDH counter – inhibits Leuconostoc G6PDH, flagging false hits in G6PDH-based assays. inhibition, % at 5 µM. Purified L. mesenteroides G6PDH, diaphorase/resazurin coupled fluorescence, 45 min. hit rate 0.12% among 200,000; in the data active means inhibition above about 50%
STAT1 activator – STAT1 signaling activation; NIH 3T3 STAT1-luciferase reporter, IFN-gamma, luminescence; 100% = IFN-gamma alone, no compound; activation (% of control), % at 5.5 µM; hit rate 2.6% among 200,000; AID 932;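 active means activation above the screen-wide mean activation plus 3 SD, cut at about 130% in these data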;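 further: raw ratio to IFN-gamma control signal so 100% means no change and 0% no light; values of inactives mirror those of a sister screen read the other way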
Diaphorase act – counter-screen for diaphorase-based assays: diaphorase activators and chemical reducers. Diaphorase/resazurin coupled assay, resorufin fluorescence, 16 min; active compounds read high; 1 = vehicle wells, 0 = NADH-free wells. activation factor at 20 µM. hit rate 0.005% among 190,000. AID 1229;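 active means diaphorase activity raised at least twofold by the compound at 20 µM; inactive means activation factor below 2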
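Material: Purified diaphorase enzyme from Clostridium kluyveri | Buffer or medium: 50 mM HEPES pH 7.4 with 4.542 mM MgCl2, 0.005% Tween 20 | Times: 16 min enzyme reaction, ambient temperature | Signal: Red resorufin fluorescence at 544/590 nm excitation/emission | Measure: Increased resorufin signal from activators or reducing compounds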
NF-kB neuron act – NF-kB expression increase, human neuronal cells; NF-kB reporter expression; active compounds read high; fold change at 12.5 µM; hit rate 1.6% among 190,000; AID 1239; in the data active means fold change above about 3.3
FLuc act counter – firefly luciferase counter-screen for stimulation assays; P08659; ATPlite luciferase biochemical, luminescence, 10 min; 0 = ATP-free wells, 1 = DMSO control; activation factor at 10 µM; 200,000 tested, under 10 active; AID 1027;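 active means luciferase activation factor, scaled between plate controls, of at least 2 with compound at 10 µM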
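Assay system: Luciferase/luciferin reagent mix; Medium: PBS as buffer for the ATP substrate; Dosing: test compounds dosed from 2 mM stocks in 100% DMSO; Times: 10 min, room temperature; Signal: luminescence from luciferase reaction; Read-out: luciferase activation; Controls: No-ATP low control, compound-free enzyme-plus-ATP high control.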
Active calls of the source: *; nt = not tested or not shown.

Start of the data: the first 2 compounds (preview)
molecule	Diaph inh CS	FLuc inhib CS	APP 5'UTR act	APP transl inh	TLR4 MyD88 comp	G6PDH counter	STAT1 activator	Diaphorase act	NF-kB neuron act	FLuc act counter
COc1ccc(CCNC(=O)/C(=C/c2cccnc2)NC(=O)c2ccccc2)cc1	0.0	-10.2	nt	nt	7.3	-9.9	96.1	1	0.91	1.1
CCn1cc(C(=O)OCC(=O)Nc2cc(S(=O)(=O)N(C)C)ccc2C)c(=O)c2ccc(C)nc21	12.4	-9.0	-28.2	28.2	-1.8	10.1	100.1	0.9	0.96	1.1

Results, from the first entry:
molecule	Diaph inh CS	FLuc inhib CS	APP 5'UTR act	APP transl inh	TLR4 MyD88 comp	G6PDH counter	STAT1 activator	Diaphorase act	NF-kB neuron act	FLuc act counter
COc1ccc(CCNC(=O)/C(=C/c2cccnc2)NC(=O)c2ccccc2)cc1	0.0	-10.2	nt	nt	7.3	-9.9	96.1	1	0.91	1.1
CCn1cc(C(=O)OCC(=O)Nc2cc(S(=O)(=O)N(C)C)ccc2C)c(=O)c2ccc(C)nc21	12.4	-9.0	-28.2	28.2	-1.8	10.1	100.1	0.9	0.96	1.1
CCOc1ccc(-c2cnc3n2CCC3)cc1	1.4	-4.7	-45.7	45.7*	-11.7	-0.6	101.7	1	0.94	1
Cc1ccc(NC(=O)COC(=O)/C=C/c2cccc(Cl)c2)cc1S(=O)(=O)N1CCOCC1	22.8	0.0	-16.1	16.1	-2.0	-49.6	109.9	0.8	0.89	1
O=C(c1cnn2c1NC(c1ccco1)CC2C(F)(F)F)N1CCN(c2cccc(Cl)c2)CC1 (stereo not drawn)	29.6	-1.4	-2.3	2.3	-1.9	0.7	96.7	0.7	0.56	1
N/C(Cn1cncn1)=N\NC(=O)C(=O)Nc1cccc(C(F)(F)F)c1	10.5	-6.5	1.0	-1.0	7.5	9.5	99.4	0.9	1.02	1.1
COc1ccc(CC(NC(C)=O)C(=O)NC2CCN(C(=O)c3cnccn3)CC2)cc1 (stereo not drawn)	-6.3	-8.6	7.3	-7.3	5.0	17.3	101.0	1.1	1.02	1.1
Cc1ccc(S(=O)(=O)N(C)Cc2ccc(-c3nnco3)cc2)cc1	-2.6	-2.5	14.4	-14.4	1.3	7.9	98.7	1	1.1	1
Cc1ccc2nc(-c3ccccc3Cl)cc(C(=O)Nc3cc(C)on3)c2c1	12.6	4.7	11.0	-11.0	-14.4	0.0	93.0	0.9	1.83	1
COc1ccccc1Nc1nnc(C)c(=O)[nH]1	4.8	-5.5	18.9	-18.9	-5.1	19.8	102.7	1	1.3	1.1
CN(C)CCNC(=S)Nc1ccc(Cl)cc1	7.3	-2.9	-2.2	2.3	5.0	7.3	100.0	0.9	1.01	1
O=C(O)CN(c1ccc2c(c1)OCCO2)S(=O)(=O)c1ccccc1	13.1	-12.1	-0.2	0.2	-2.5	-18.7	106.5	0.9	1.05	1.1
COc1ccc(C(=O)NC(=S)NC(C)C)cc1Br	19.3	-2.7	4.3	-4.3	2.0	6.2	105.3	0.8	1.35	1
CC1=N/C(=C\c2ccc(OC(C)C)cc2)C(=O)N1c1ccc(C(=O)O)cc1	10.7	6.9	6.3	-6.3	-19.1	9.6	92.3	0.9	1.16	0.9
CCc1nn(-c2cc(Cl)ccc2OC)c2c1C(=O)CCC2	16.3	-3.8	3.8	-3.8	7.2	1.9	93.9	0.8	0.97	1
CC/C(C)=N\N=C\c1c(O)n(CC)c2cc(C3=NNC(=O)CC3)ccc12	9.9	-3.9	-17.8	17.8	-9.3	3.7	102.3	0.9	0.33	1
O=C(Cn1cc(C(=O)C2CC2)c2ccccc21)NCc1ccccc1	6.7	-1.3	3.0	-3.0	-1.7	-1.3	120.4	0.9	1.89	1
Cn1cnnc1SC(C(=O)Nc1cc(Cl)cc(Cl)c1)c1ccccc1 (stereo not drawn)	33.4	-5.2	3.4	-3.4	4.1	-10.0	105.6	0.7	1.01	1.1
COc1ccc(C(=O)C(C)OC(=O)c2cccc(S(=O)(=O)Nc3cc(Cl)c(OC)cc3OC)c2)cc1 (stereo not drawn)	24.1	-4.1	-8.6	8.6	-5.5	0.2	98.8	0.8	0.98	1
O=C(COC(=O)CSc1ccc2ccccc2c1)NCc1ccc2c(c1)OCO2	15.8	-0.5	4.8	-4.8	-10.3	-2.3	96.0	0.8	1.33	1
COc1ccc(C(=O)NC(CC(C)C)C(=O)O)cc1OC (stereo not drawn)	-1.5	-2.9	-4.2	4.2	-9.0	4.8	92.9	1	1.12	1
CC1CN(C(=O)CSc2nnc3c(Cl)cc(Cl)cn23)CC(C)O1 (stereo not drawn)	12.9	-2.0	2.6	-2.6	-14.0	5.0	99.7	0.9	0.86	1
Cc1ccc(SCC(=O)N=C2NC(=O)CS2)cc1	13.8	7.2	-20.4	20.4	-3.0	2.9	97.9	0.9	1.03	0.9
COCCOC(=O)c1c(C)oc2ccc(OC(=O)c3c(OC)cccc3OC)cc12	18.4	-6.1	-3.9	3.9	1.6	-32.5	100.8	0.8	0.37	1.1
CNc1nc(Nc2ccc(C(C)=O)cc2)nc(OC(C(F)(F)F)C(F)(F)F)n1	5.6	-4.1	3.5	-3.5	-1.2	5.2	93.6	0.9	0.73	1
CCOC(=O)N1CCN(S(=O)(=O)c2ccc(C)c(C)c2)CC1	5.4	0.9	-17.1	17.1	1.5	-13.8	97.1	0.9	0.99	1
O=C(CCSCCc1ccccn1)Nc1cc(F)ccc1F	7.0	-9.1	-2.9	2.9	-0.5	-9.1	104.4	0.9	1.1	1.1
O=C(NCc1ccco1)C1CC2CCC1C2 (stereo not drawn)	11.0	-2.2	16.0	-16.0	-8.6	8.6	98.7	0.9	0.98	1
c1cc(-c2noc(CCC3CCCC3)n2)ccn1	7.9	-3.0	-3.5	3.5	-0.1	1.5	107.9	0.9	1.42	1
CCC(CC)C(=O)NCCc1ccc(OC)cc1	8.2	-4.2	-8.0	8.0	-6.3	-8.2	95.8	0.9	1.05	1
O=C(NC(CO)Cc1ccc([N+](=O)[O-])cc1)C(Cl)Cl (stereo not drawn)	8.2	-1.7	10.4	-10.4	4.5	-8.3	94.7	0.9	1.01	1
Cc1ccc(S(=O)(=O)N(C)C)cc1NC(=O)Cn1c(CN2CCOCC2)nc2ccccc2c1=O	9.0	-6.4	-11.7	11.7	-1.2	-2.0	97.3	0.9	0.98	1.1
COc1cc(NC(=O)c2ccco2)c(C(=O)O)cc1OC	13.3	0.4	5.9	-5.9	16.4	1.3	104.3	0.9	1.12	1
CC(=O)c1ccc(OCCCC(=O)NCC(c2ccco2)N(C)C)cc1 (stereo not drawn)	2.8	-6.0	7.5	-7.5	2.7	10.0	102.1	1	1	1.1
CC1(C)C(=O)Nc2ccccc2N1C(=O)COc1ccc(S(=O)(=O)N2CCOCC2)cc1Cl	31.6	-5.7	0.1	-0.1	-6.9	-1.2	101.6	0.7	0.76	1.1
COc1ccc(NCc2nnc(SCC(=O)Nc3nc(-c4ccccc4)cs3)n2-c2ccccc2)cc1	2.3	2.7	-2.3	2.3	-0.6	-4.5	97.0	1	2.19	1
COCc1c(C)cc(C)c(/C=N/O)c1C	6.0	-4.0	48.0	-19.3	-4.1	4.5	101.0	0.9	1.35	1
COc1ccc(-c2nnn(CC(=O)N(CCCO)C(C(=O)NC3CCCC3)c3ccncc3)n2)cc1 (stereo not drawn)	3.7	-4.1	4.1	-4.1	-7.7	7.6	99.7	1	1.39	1
O=C(OCC1COc2ccccc2O1)c1c(F)cccc1F (stereo not drawn)	27.8	-3.0	6.5	-6.5	0.3	4.7	121.4	0.7	2.13	1
CC(C)NC(=O)CN(C(=O)CCC(=O)Nc1ccccn1)c1ccc(F)c(Cl)c1	13.6	-1.1	0.0	0.0	-11.9	-2.3	103.0	0.9	1.02	1
O=c1[nH]c(CCl)nc2cc(-c3ccc(Cl)cc3)sc12	25.2	93.3*	128.0	-128.0	20.6	0.4	70.6	0.7	4.29*	0.1
CCOC(=O)N1CCC(=NNC(=O)Cn2ccc(C(F)(F)F)n2)CC1	-4.5	-5.7	17.6	-17.6	9.3	-1.5	101.8	1	1.19	1.1
CCOC(=O)c1sc(NCC2CCCO2)nc1C (stereo not drawn)	8.8	-6.0	11.3	-11.3	-2.8	-2.2	104.1	0.9	1.18	1.1
CC(C)CN(CC(C)C)c1nc(N)c(C#N)c(CC#N)c1C#N	19.1	-4.7	15.7	-15.7	7.7	2.7	99.6	0.8	1.07	1
CC(C)Cc1cc(C(=O)N2CCC(N3CCC(C(=O)N4CCCC4)CC3)CC2)n[nH]1	10.4	-9.5	-1.2	1.2	-6.8	10.6	98.9	0.9	1.18	1.1
O=C(NC1CCCCC1)C(c1cccs1)N(CCCN1CCOCC1)C(=O)c1ccc(-c2ccccc2)[nH]1 (stereo not drawn)	-11.1	1.8	2.6	-2.6	6.0	9.1	107.7	1.1	0.72	1
O=C1C2CCCN2C(c2ccc(Cl)cc2)N1c1nccs1 (stereo not drawn)	8.2	-1.1	8.6	-8.6	0.2	-0.1	98.2	0.9	1.08	1
CCSc1nnc(-c2ccc(S(=O)(=O)NCc3cccs3)cc2)o1	9.3	-8.8	4.4	-4.4	3.2	12.1	93.2	0.9	1.35	1.1
COc1ccc(C(=O)NCC(=O)NC2=NCCS2)cc1	3.4	-4.1	2.4	-2.4	10.3	-9.9	104.2	1	1.25	1
CCC(C)NC(=O)Nc1ccccc1C (stereo not drawn)	4.3	-7.6	2.0	-2.0	-0.2	5.8	99.5	1	1.02	1.1
COCC(C)n1c(SCC(=O)N2CCCCC2)nc2ccccc2c1=O (stereo not drawn)	12.5	-9.4	3.2	-3.3	-8.5	6.4	98.3	0.9	0.86	1.1
CCc1ccc2[nH]c(=O)c(CN(Cc3ccccc3OC)C(=O)Nc3ccccc3OC)cc2c1	18.5	-5.0	12.1	-12.1	9.0	1.5	94.2	0.8	0.47	1.1
CC(C)CNS(=O)(=O)c1ccc(S(=O)(=O)N2CCC3(CC2)OCCO3)cc1	-3.2	-0.2	1.7	-1.7	-2.5	4.3	99.7	1	0.74	1
Cc1cc(N2CCN(c3ccccn3)CC2)n2nc(C)nc2n1	nt	nt	-10.3	10.4	-1.0	nt	101.2	nt	nt	nt
COC(=O)c1cc(OC)c(OC)cc1NC(=O)CN1C(=O)c2ccccc2C1=O	13.2	-4.7	5.7	-5.7	-10.1	0.1	101.9	0.9	0.98	1

Sorted by value in APP transl inh (rising): three of the compounds above
compound,APP 5'UTR act,APP transl inh,TLR4 MyD88 comp,STAT1 activator,NF-kB neuron act
O=C(OCC1COc2ccccc2O1)c1c(F)cccc1F (stereo not drawn),6.5,-6.5,0.3,121.4,2.13
COc1ccc(-c2nnn(CC(=O)N(CCCO)C(C(=O)NC3CCCC3)c3ccncc3)n2)cc1 (stereo not drawn),4.1,-4.1,-7.7,99.7,1.39
COc1ccc(C(=O)NCC(=O)NC2=NCCS2)cc1,2.4,-2.4,10.3,104.2,1.25

Hits appear at their usual frequency. About 5.6% of those tested had a hit in this group.
